From PubChem
Nrf2 ARE act: Nrf2 pathway activation. 410,000 compounds, 0.31% hits. Potency, µM (top dose mostly 46.1 µM), without a hit: at the top dose activation, hits mostly activators. AID 624171. AREc32 ARE-luciferase reporter (MCF7-derived line), luminescence, 24 h; note: potency is the fitted concentration of half-maximal effect; % of control where 0% means no effect; nearly all actives have a fitted effect of over 65% in size
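AREc32 cells carrying an ARE-driven firefly luciferase reporter were seeded at 1000 cells/well in OPTI-MEM with 5% FBS, then exposed to compound for 24 hr at 37 deg C. Luminescence was read with Steady-Glo after 30 min at RT.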
Nrf2 inh: Nrf2 pathway inhibition; A549 ARE-Fluc reporter, luciferase luminescence, 18-24 h; Potency, µM (top dose mostly 46 µM), inactives show at the top dose activity change, negative = inhibition, hits mostly inhibitors; 360,000 compounds, 2.1% hits; AID 504444; note: potency is the fitted concentration of half-maximal effect; % is set by controls: 0 for no effect and ±100 for the full control effect; nearly all actives have a fitted effect of over 60% in size
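In this cell-based qHTS, ARE-driven firefly luciferase in A549 cells reports Nrf2 activity; the luminescent signal after BugLite lysis is the measured value, with a prior CellTiter-Fluor read for cell health.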
CCT modulator: modulators of cytosolic chaperonin (CCT/TRiC) activity; purified chaperonin ATPase assay, HTRF ADP detection, 30 min; activity change, % (no concentration beside the values), hits read low; 360,000 compounds, 0.3% hits; AID 651819; in the data active = activity change below about -30%; note: % is set by controls: 0 for no effect and ±100 for the full control effect
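Enzyme 40 or 20 nM (batch-dependent) in Tris pH 7.4/KCl/MgCl2/DTT; cpd 76 uM single point; ATP 10 uM; 30 min 37 °C; Transcreener ADP HTRF detection, 30 min RT; ratio 665/615.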
Mm-Cpn inhibitor: inhibitors of Methanococcus maripaludis chaperonin (MmCpn); 330,000 compounds, 0.031% hits; Potency, µM (top dose mostly 76.9 µM), for inactives: at the top dose activity, negative = inhibition, usual class: inhibitors; AID 504842; purified Mm-Cpn ATPase, ADP Transcreener TR-FRET; note: potency is the fitted concentration of half-maximal effect; % is set by controls: 0 for no effect and ±100 for the full control effect; nearly all actives have a fitted effect of over 80% in size
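25 nM Mm-CPN + cpd, 10 min 37°C; + 10 uM ATP, 30 min 37°C; buffer 30 mM Tris pH 7.4, 100 mM KCl, 5 mM MgCl2, 1 mM DTT; Transcreener ADP HTRF detection 30 min RT.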
Abeta yeast res: compounds reversing amyloid beta toxicity in yeast | yeast expressing A-beta42, growth rescue, OD600, 48 h; response scale: 0% DMSO, 100% iron-clioquinol control | Potency, µM (titrated, usually from 46.1 µM), without a hit: at the highest dose growth rescue, usual class: activators | 410,000 compounds, 0.063% hits | AID 1347071; note: potency is the fitted concentration of half-maximal effect; nearly all actives have a fitted effect of over 55% in size
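Yeast A-beta toxicity model in growth medium with pinned compounds, 48 h at 30 C; growth read as absorbance at 600 nm. Normalized to FeCl3/clioquinol equimolar mix (positive) and DMSO (negative).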
HepG2 tox: kills HepG2 cells in TGF-b inhibitor counter-screen; HepG2 CAGA-GFP viability, ATP luminescence, 18 h; Potency, µM (series often up to 46.1 µM), inactives show at the top dose activity change, negative = cytotoxicity, usual class: cytotoxic; 410,000 compounds, 0.76% hits; note: potency is the fitted concentration of half-maximal effect; some results filed as inactive show a strong effect at the top dose
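CellTiter-Glo luminescence gave cytotoxicity after 18 hours at 37 degrees C. The cells were HepG2 CAGA-GFP in 1% FBS DMEM, stimulated with 500 pg/mL TGF-beta after compound addition. %Activity was normalised to no-cell wells (complete cell-killing) and DMSO (no toxicity), and curves were fitted and classified.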
TGFb SMAD3 inh: blocks TGF-b signaling. HepG2 CAGA-GFP TGF-b/SMAD3 reporter, GFP fluorescence, 18 h; TGF-beta stimulated, 500 pg/mL final. Potency, µM (top dose mostly 46.1 µM), for the others: top-dose activity, negative = inhibition, actives largely listed as inhibitors. 410,000 compounds, 1.2% hits. AID 588855; note: potency is the fitted concentration of half-maximal effect; % is set by controls: 0 for no effect and ±100 for the full control effect; nearly all actives have a fitted effect of over 65% in size
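Smad-responsive CAGA-GFP expression was quantified in HEPG2 cells exposed to compounds and 500 pg/mL final TGF-beta for 18 h at 37 degrees C; unstimulated wells defined full inhibition.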
A549 tox: A549 cytotoxicity, counter-screen for Nrf2 inhibitors; 390,000 compounds, 0.16% hits; AID 504648; A549 ARE-Fluc cells, CellTiter-Fluor viability, 18-24 h; Potency, µM (series often up to 46 µM), for inactives: at the highest dose activity change, negative = cytotoxicity, most hits filed as inhibitors; note: potency is the fitted concentration of half-maximal effect; % is set by controls: 0 for no effect and ±100 for the full control effect
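Cytotoxicity counterscreen: CellTiter-Fluor fluorescence was measured in A549 ARE_Fluc cells after 18-24 h of compound exposure in a concentration series. The subsequent BugLite luminescent read reports ARE-luciferase activity.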
Akt phos inh: inhibitors of Akt phosphorylation; activity change, % for hits at 50 µM; AID 651550; 360,000 compounds, 0.32% hits; Neuro2A IGF-stimulated pAkt S473 HTRF, 20 min; hits give low values; in the data active = activity change below about -80%; inconclusive = mostly about -51% to -80%; note: % is set by controls: 0 for no effect and ±100 for the full control effect
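Neuro2A cells in DMEM with 0.5% FBS, overnight at 37 deg C, given compound at single 50 µM final, then IGF (6 nM final) for 20 min at 37 deg C. Lysed; phospho-Akt Ser473 by HTRF after 24 h, 665/615 ratio.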
An asterisk follows results filed as active; & = joins results of further samples; [ ] = remark or other dose. Unless noted, calls come from the whole dose curve; as a rule, active = well fitted curve in the direction sought with a large enough effect; inconclusive = small, poorly fitted or top-dose-only effect, or another doubt; inactive = no such curve, though single readings can be large; an effect the other way counts as inactive or inconclusive. An excerpt (hit frequency here may not be typical).

How did C[C@]12CC[C@H]3C(=CCc4cc(O)ccc43)[C@@H]1CCC2=O do in these assays?
Nrf2 ARE act: 4.7%; Nrf2 inh: inconclusive; CCT modulator: -2.4; Mm-Cpn inhibitor: -3%[15.4 µM]; Abeta yeast res: -49%[inhibitor]; HepG2 tox: 23%; TGFb SMAD3 inh: 35%[activator]; A549 tox: -1%

How did CCOC(=O)Nc1ccc(NCc2ccc(F)cc2)nc1N do in these assays?
Nrf2 ARE act: 0.5%; Nrf2 inh: inconclusive; CCT modulator: 0.6; Mm-Cpn inhibitor: -2%; Abeta yeast res: -8%; HepG2 tox: -10%&-12%; TGFb SMAD3 inh: 85%&45%[activator]; A549 tox: -8%; Akt phos inh: inactive
